N370S GC: inhibits or activates N370S mutant glucocerebrosidase; P04062; AID 2101; N370S GC spleen homogenate, 4MU-glucoside fluorescence; 330,000 tested, 0.092% active; Potency, µM (series often up to 59.4 µM), for the others: at the top dose activity change, negative = inhibition, most hits filed as inhibitors;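 note: 0% = full enzyme activity and -100% = no enzyme basal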
DT40 TDP1 no CPT: qHTS for Inhibitors of human tyrosyl-DNA phosphodiesterase 1 (TDP1): qHTS in cells in absence of CPT; DT40 Tdp1-/- hTDP1 cells, no CPT, ATP luminescence, 48 h; Potency, µM (series often up to 46.2 µM), for inactives: top-dose activity change, negative = growth inhibition, actives largely listed as inhibitors; 420,000 tested, 15% active; AID 686978, 2013; note: nearly all actives have a fitted effect of over 55% in size
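Camptothecin absent (DMSO only). Human TDP1-complemented DT40 knockout cells, 400 cells/well, 37 °C for minimum 48 hr; ATP measured via CellTiter-Glo, 30 min dark incubation, luminescence.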
TDP1 block: inhibitors of human tyrosyl-DNA phosphodiesterase TDP1; Q9NUW8; recombinant TDP1, AlphaScreen DNA substrate cleavage; Potency, µM (series often up to 130 µM), for inactives: top-dose activity change, negative = inhibition, hits mostly inhibitors; 350,000 tested, 0.28% active; note: nearly all actives have a fitted effect of over 40% in size
Target sequence (Q9NUW8 whole entry, looked up): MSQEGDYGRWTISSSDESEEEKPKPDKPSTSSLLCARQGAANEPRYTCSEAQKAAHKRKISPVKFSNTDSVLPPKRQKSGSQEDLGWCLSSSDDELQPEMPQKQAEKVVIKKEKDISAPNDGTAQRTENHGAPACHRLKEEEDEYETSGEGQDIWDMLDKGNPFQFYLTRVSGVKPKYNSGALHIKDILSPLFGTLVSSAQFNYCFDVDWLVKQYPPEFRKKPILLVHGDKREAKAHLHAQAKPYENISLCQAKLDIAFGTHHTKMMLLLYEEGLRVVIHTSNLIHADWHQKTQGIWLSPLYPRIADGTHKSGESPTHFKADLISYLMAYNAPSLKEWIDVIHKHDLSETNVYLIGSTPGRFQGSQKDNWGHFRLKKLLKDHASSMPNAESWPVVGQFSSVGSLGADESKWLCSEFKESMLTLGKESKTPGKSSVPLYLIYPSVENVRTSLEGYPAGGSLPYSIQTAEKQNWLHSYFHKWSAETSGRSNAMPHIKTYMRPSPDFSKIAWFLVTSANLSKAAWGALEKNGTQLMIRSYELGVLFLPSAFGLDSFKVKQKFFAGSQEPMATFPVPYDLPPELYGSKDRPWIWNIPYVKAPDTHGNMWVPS
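Here, a 5' biotin and 3' phosphotyrosine-FITC DNA oligonucleotide reports Tdp1 activity: intact substrate bridges AlphaScreen beads, while cleavage leaves a 3' phosphate and drops signal. All incubations at room temperature.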
Active calls of the source: *; ? = inconclusive; nt = no result given; & = joins results of further samples; [ ] = dose if it differs, or a comment. Calls come from the whole dose curve; as a rule, active = well fitted curve in the direction sought with a large enough effect; inconclusive = small, poorly fitted or top-dose-only effect, or another doubt; inactive = no such curve, though single readings can be large; an effect the other way counts as inactive or inconclusive. Unless noted, % is set by controls: 0 for no effect and ±100 for the full control effect; potency is the fitted concentration of half-maximal effect. An excerpt; the hit share may differ from the screen's.

compound	TDP1 block	N370S GC	DT40 TDP1 no CPT
O=C(O)CCC(=O)NCCn1c(-c2ccccc2)csc1=Nc1ccccc1	0%	5%	-2%&-10%
Nc1nc(SCC(=O)Nc2ccc(Cl)cn2)n[nH]1	5%	-4%	-2%
CC(C)(C)c1cc(C(=O)N/N=C/c2ccccc2O)n(-c2ccccc2)n1	5%	8%	6.5µM*
CCOC(=O)c1c(N)sn(-c2ccccc2)c1=S	1%	0%	-22%
CCOCCCn1c(SCC(=O)Nc2cc(C)ccc2C)nc2c(oc3ccccc32)c1=O	-2%	nt	-14%
CCCn1c(SCC(N)=O)nnc1-c1ccco1	2%	2%	?
CC(=O)c1ccc(-n2c(C)c(C(C)=O)c3cc(O)ccc32)cc1	nt	-1%	?
COc1ccc(S(=O)(=O)NCC2CCC(C(=O)N3CCC4(CC3)OCCO4)CC2)cc1 (stereo not drawn)	2%	16%	-6%
COC(=O)c1cc(NC(=O)Nc2cccc(Cl)c2)ccc1Cl	2%	-16%	18µM*
CCn1c(SCC(=O)NCCc2ccccc2)nnc1-c1cccs1	5%	10%	-8%
CCCCN1C(C)=CC(=C2C(=O)c3ccccc3C2=O)C=C1C	-8%	1%	?
O=C(N/N=C/c1ccncc1)C12CC3CC(CC(C3)C1)C2	9%	5%	-13%
O=C(Cc1ccc(F)cc1)N1CCN(c2ccc([N+](=O)[O-])cc2)CC1	nt	-14%	?
CCc1ccccc1NC(=O)/C(C#N)=C\c1ccc(Sc2ccccc2)o1	4%	-2%	?
N#Cc1ccc(OCCOCCNC2CCCC2)cc1	1%	23%	-1%
CCCC(=O)NC(c1ccc(Cl)cc1Cl)c1ccc2cccnc2c1O (stereo not drawn)	nt	-4%	4.6µM*
Cc1ccnc(NS(=O)(=O)c2ccc(NC(=O)c3cc(=O)c4ccc(C)c(C)c4o3)cc2)n1	7%	nt	?
N#CCN=C(c1ccccc1)c1ccccc1	-5%	nt	7%
CCCCCn1c(SCCC(C)C)nc2c1c(=O)[nH]c(=O)n2C	-3%	11%	?
CC12CCC(C[N+](C)(C)C1)C2(C)C (stereo not drawn)	1%	2%	1%

Entries of single compounds as entered above. Values in the order: TDP1 block, N370S GC, DT40 TDP1 no CPT
CCCCCn1c(SCCC(C)C)nc2c1c(=O)[nH]c(=O)n2C reads -3%, 11%, ?
Nc1nc(SCC(=O)Nc2ccc(Cl)cn2)n[nH]1 reads 5%, -4%, -2%
COC(=O)c1cc(NC(=O)Nc2cccc(Cl)c2)ccc1Cl reads 2%, -16%, 18µM*
CCOCCCn1c(SCC(=O)Nc2cc(C)ccc2C)nc2c(oc3ccccc32)c1=O reads -2%, nt, -14%
CCn1c(SCC(=O)NCCc2ccccc2)nnc1-c1cccs1 reads 5%, 10%, -8%

Returning to the listing, starting two compounds before the break.
compound	TDP1 block	N370S GC	DT40 TDP1 no CPT
CCCCCn1c(SCCC(C)C)nc2c1c(=O)[nH]c(=O)n2C	-3%	11%	?
CC12CCC(C[N+](C)(C)C1)C2(C)C (stereo not drawn)	1%	2%	1%
CCOC(=O)N1CCc2c(sc(NC(=O)Cc3ccccc3)c2C(=O)c2ccc(OC)cc2)C1	8%	27%	26µM*
COc1cc2c(cc1OC)C1(CCCC1)C(N)=C2C#N	0%	2%	?
CC1CN(C(=O)N2CCC(C(=O)NCc3ccco3)CC2)c2ccccc2O1 (stereo not drawn)	10%	nt	-19%
COCCN(C(=O)c1ccc(N2CCCC2=O)cc1)c1c(N)n(Cc2ccccc2)c(=O)[nH]c1=O	0%	nt	29%
CN1CC[C@H](CN2c3ccccc3Sc3ccccc32)C1	6%	nt	13µM*
CCc1nnc(NC(=O)c2ccc(Cl)c(S(=O)(=O)N3CCc4ccccc43)c2)s1	3%	-4%	-24%
CCOc1cc(C(=O)Nc2cccc(OCC(=O)N3CCOCC3)c2)cc(OCC)c1OCC	3%	2%	-14%
O=C(Nc1c2c(nn1-c1ccc(F)cc1)CS(=O)(=O)C2)c1ccc(Br)o1	7%	2%	0%
CCOC1Cc2ccccc2N(C(N)=O)c2ccccc21 (stereo not drawn)	2%	0%	3%
CN(C)S(=O)(=O)c1ccc(C(=O)NCCSc2ccccc2)cc1	5%	0%	?
O=c1c2oc3ccccc3c2n(Cc2ccccc2F)c(=O)n1Cc1ccco1	-5%	nt	-1%
Clc1ccc(-n2ncc3c(NCc4cccs4)ncnc32)cc1	6%	-8%	-1%
COCCCNc1nc(N)c([N+](=O)[O-])c(NC2CCCCC2)n1	nt	1%	?
CCOc1ccc(-c2onc(C(F)(F)F)c2-c2cscn2)c(O)c1	-4%	3%	?
Cc1cc(C(=O)NC2CCCC2)on1	3%	6%	-3%
COC(=O)c1ccccc1NC(=O)C12CCC(C)(C(=O)O1)C2(C)C (stereo not drawn)	2%	4%	-16%
Cn1cccc1/C=C(/C#N)C(N)=S	5%	-6%	-19%
COc1cc(OC)c(S(=O)(=O)N2CCN(C(=O)c3ccco3)CC2)cc1NC(C)=O	0%	-9%	-5%
O=C(N/N=C/c1cccc([N+](=O)[O-])c1)c1ccc(Br)cc1	0%	-6%	-5%
CCCN(c1ccc(OCC)cc1)c1ncnc2nc[nH]c12	5%	-5%	?
CCc1ccc(S(=O)(=O)c2nnn3c2nc(N2CCN(CC)CC2)c2sccc23)cc1	-3%	nt	?
COC(=O)c1cccc(Nc2nc3ccccc3nc2C)c1	1%	-23%	?
COc1ccc(C(=O)Nc2nc3n(n2)C(c2ccc(F)cc2)C=C(c2ccc(Cl)cc2)N3)cc1 (stereo not drawn)	9%	nt	7.3µM*
Cc1ccc2c(c1)C(=O)C(=O)N2Cc1ccc(Cl)cc1	4%	nt	0.92µM*
O=C(CSc1nnnn1C1CCCCC1)NCc1ccc2c(c1)OCO2	2%	6%	-9%
COC(=S)Nc1cccc(C(F)(F)F)c1	5%	16%	-20%
CC(=O)N1CCN(S(=O)(=O)c2cccc(C(=O)Nc3ccc(F)c(F)c3)c2)CC1	nt	-16%	?
COc1ccc(S(=O)(=O)n2nc(OC(=O)c3cccs3)cc2NC(=O)c2cccs2)cc1	4%	-13%	-14%
CCOC(=O)C1=C(c2ccccc2)c2ccccc2OC1C(=O)OCC (stereo not drawn)	-6%[56.1 µM]	14%[89.1 µM]	?
CN1CCN(C(=O)c2ccc(CN(c3ccccc3)S(=O)(=O)c3ccccc3)cc2)CC1	2%	-4%	-10%
CCOc1cc(N2CCOCC2)c(OCC)cc1NC(=O)CN1C(=O)C2C3C=CC(C3)C2C1=O (stereo not drawn)	6%	7%	-6%
Cc1ccccc1C(=O)c1cccn1CC(=O)NCc1ccco1	8%	5%	6%
O=C(O)[C@H]1CC=C[C@H]2CCN(Cc3ccc(Cl)c(Cl)c3)C(=O)[C@@H]12	0%[56.1 µM]	6%[89.1 µM]	-25%
Cc1ccc(S(=O)(=O)N(C)/N=C/c2ccc(N(C)C)cc2)cc1	nt	-4%	?
COc1ccc(N2C(=O)CSC23C(=O)N2CCCc4cccc3c42)cc1 (stereo not drawn)	5%	-12%	-3%
CC(=O)c1sc2nc(-c3ccccc3)cc(C)c2c1N	-2%	-6%	?
CN1CCN(Cc2c(O)ccc3c2oc(=O)c2ccccc23)CC1	4%	-7%	12µM*
S=C1NCN(C2CCCCC2)CN1CCc1ccccc1	5%	16%	?
Cc1cc(C)c(S(=O)(=O)N(C)CC(=O)NCc2ccncc2)c(C)c1	-6%	-10%	-24%
Cc1ccc(NC(=O)Cn2c(=O)n(-c3ccccc3)c(=O)c3ccc(C(=O)NCc4ccc5c(c4)OCO5)cc32)cc1	-2%	nt	-24%
S=C(N/N=C/c1ccc2ncccc2c1)Nc1ccccc1	10%	7%	21µM*
Fc1ccc2cnc(CCO[C@H]3CCCCO3)cc2c1	1%	nt	-5%
Cc1ccc(NC(=O)Cc2nnc(SCC(=O)Nc3nncs3)n2C)cc1	6%	-1%	2%
CC(C)C[C@H](N)C(=O)N1CCC(C(=O)N[C@H](C(=O)NC(C)c2ccccc2)C(C)C)CC1 (stereo partly drawn)	nt	-7%	5%
COc1ccc(CCNC(=O)C2CCCN(c3ncccn3)C2)cc1 (stereo not drawn)	-3%	9%	17%
O=C1C2CC(O)CN2C(=O)N1c1ccccc1 (stereo not drawn)	0%	23%	-7%
O=C(O)/C=C\C(=O)NCc1ccccc1	4%	4%	5%
O=C(c1ccco1)N1CCCC(c2nc3c(nnn3Cc3cccc(Cl)c3)c(=O)[nH]2)C1 (stereo not drawn)	11%	1%	-26%
CCOc1ccccc1N1CC(C(=O)Nc2cc(Cl)ccc2-n2cncn2)CC1=O (stereo not drawn)	-5%[0.505 µM]	1%	-20%
O=C(CCCn1c(=O)c2sccc2n(Cc2cc(=O)n3ccccc3n2)c1=O)NCc1ccco1	8%	0%	-11%
COc1ccc(CN2C(=O)CCC2(C)C(=O)NC2CCCCC2)c(OC)c1 (stereo not drawn)	2%	2%	12%
CCc1cccc2c(C(=O)CN3C(=O)NC4(CCc5ccccc54)C3=O)c[nH]c12 (stereo not drawn)	1%	-14%	4.6µM*
CCOC(=O)/C(=C/c1c[nH]c2ccccc12)NC(C)=O	6%	-12%	-16%
Cn1c(C(=O)Nc2cccc(C(F)(F)F)c2)cc2c(=O)n3ccccc3nc21	5%	nt	9.2µM*
COc1cccc(OC)c1C(=O)Nc1nc2ccc([N+](=O)[O-])cc2s1	5%	-6%	-13%
Fc1ccc(NC(=S)NCc2ccccc2Cl)cc1	3%	1%	-4%
c1ccc(-c2cc(-c3ccc(N4CCOCC4)cc3)nc3ccccc23)cc1	nt	12%	3%
COc1cc(/C=C/CN2CCN(CCC(C)C)C(CCO)C2)ccc1O (stereo not drawn)	2%	-6%	-7%
C#CCn1c(=NC(=O)c2ccc(Br)s2)sc2cccc(OC)c21	0%	4%	21µM*
Cc1nn(-c2ccc(C(F)(F)F)cn2)c(C)c1Oc1ccccc1O	-2%	nt	?

More entries follow.
compound	TDP1 block	N370S GC	DT40 TDP1 no CPT
Cc1ccc(S(=O)(=O)N(C)C)cc1NC(=O)CSc1ncn[nH]1	1%	-5%	10%
CC(CO)Nc1nc(SCc2ccccc2)nc2sc3c(c12)CCC3 (stereo not drawn)	3%	23%	?
Cc1ccccc1C(OCC(O)CN1CCC(C(N)=O)CC1)c1ccccc1 (stereo not drawn)	3%	-5%	10%
CC(C)[C@H](NS(=O)(=O)/C=C/c1ccccc1)C(=O)OCC(=O)NC(N)=O	4%	6%	-18%
CCOC(=O)N1CCc2c(sc3c2c(=O)n(-c2ccc(CC)cc2)c(=O)n3Cc2cccc(Cl)c2)C1	4%	nt	?
CC(=O)Nc1ccccc1-c1nc2ccccc2nc1OCC(=O)c1ccc(Br)cc1	-1%	6%	-5%
CCOC(=O)c1sc(=S)n(C)c1NC(=O)c1ccc(F)cc1	3%	17%	?
CCCCOc1ccc(OCCNS(=O)(=O)N(C)C)cc1	4%	9%	?
Cc1cccc(C)c1N(CC(=O)Nc1cc(Cl)ccc1Oc1ccccc1)S(C)(=O)=O	6%	5%	?
CC(=O)Nc1ccc(OCC=C(Cl)Cl)cc1	2%	3%	-23%
Cc1ccc(-n2cccc2/C=C2/C(=N)N3C(=NC2=O)SN=C3S(C)(=O)=O)cc1	1%	3%	-1%
N#CCCN(C(=O)COC(=O)COc1ccc(Cl)cc1)c1ccccc1	-3%	-3%	1%
CCC(C)NC(=O)CN1c2cccc3cccc(c23)S1(=O)=O (stereo not drawn)	nt	3%	-28%
CCOC(=O)c1ccc2c(c1)n(CCO)c(C)[n+]2CC	2%	0%	-4%
CCN(CC)CCNC(=O)Cc1nn(CC)c(=O)c2ccccc12	0%	-3%	3%
CC(C)(C)OC(=O)N1CCC(c2c(C(=O)N3CCCCC3)cnn2-c2ccc(Cl)cc2)CC1	7%	nt	?
O=C(Nc1ccccc1)Nc1ccccc1-n1ccnc1	5%	-14%	5%
COC(=O)/C=C1\OC(c2ccccc2)=CC1=O	-3%	-2%	nt
